Source: PubChem
TrxR1 inh – blocks rat thioredoxin reductase 1 | O89049 | recombinant rTrxR1, NADPH fluorescence consumption, selenite substrate | Potency, µM (series often up to 114 µM), for inactives: top-dose activity change, negative = inhibition, usual class: inhibitors | actives 1% (n = 390,000); further: on the % scale 0 is the no-effect control and ±100 the full control effect; nearly all actives have a fitted effect of over 65% in size
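Rat TrxR1 (90 nM in the dispensed reagent) was pre-reduced with 400 uM NADPH for 5 min at room temperature, then incubated with compound for 15 min. After 400 uM selenite was added, NADPH fluorescence (Ex 340/Em 450 nm) was followed for 8 min.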
Vif-APOBEC3G blk – blocks the Vif interaction with human APOBEC3G. HeLa A3G-eYFP + Vif (tagged APOBEC3G with the HIV-1 protein that degrades it), YFP fluorescence, overnight. Potency, µM (series often up to 46.1 µM), for inactives: at the top dose activity, negative = active, most hits filed as inhibitors. actives 0.076% (n = 410,000);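 further: on the % scale 0 is the no-effect control and ±100 the full control effect; nearly all actives have a fitted effect of over 60% in size; hits raise eYFP signal because A3G escapes Vif-driven loss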
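HeLa cells stably expressing Vif and C-terminally eYFP-tagged A3G, seeded overnight at 37 deg C, then exposed to compound by pintool overnight at 37 deg C. Rise in yellow fluorescence (Ex 488/Em 500-530, Acumen) marks blocked Vif-driven A3G degradation.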
Vif-A3F inh – blocks the Vif interaction with APOBEC3F | actives 0.2% (n = 390,000) | AID 602313 | HeLa A3F-eYFP + Vif (tagged APOBEC3F with the HIV-1 protein that degrades it), YFP fluorescence increase | Potency, µM (highest dose often 46.1 µM), without a hit: top-dose activity, negative = active; further: % of control where 0% means no effect; nearly all actives have a fitted effect of over 65% in size
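HeLa cells stably expressing A3F-eYFP plus Vif, plated and incubated overnight at 37 deg C, then exposed to compounds overnight at 37 deg C. Blocked degradation read as raised yellow fluorescence (Ex 488/Em 500-530).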
RXFP1 agonist – activates the human relaxin receptor RXFP1; Q9HBX9; HEK293T-RXFP1 cAMP TR-FRET, 30 min; response scale: percent of porcine relaxin response, buffer zero; Potency, µM (series often up to 57.5 µM), without a hit: at the top dose activation, actives largely listed as activators; actives 0.3% (n = 370,000); AID 2676; further: on the % scale 0 is the no-effect control and ±100 the full control effect; nearly all actives have a fitted effect of over 60% in size; many of its hits are not listed in these tables
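Agonist response is measured as cAMP accumulation in an RXFP1-transfected HEK293T line under PDE4 inhibition. Values are scaled between buffer-only and 29 nM porcine relaxin, and EC50s come from standard Hill equation fits.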
TrxR1 substrate – rat thioredoxin reductase 1 substrate activity; O89049; purified TrxR1 substrate turnover, NADPH consumption readout; Potency, µM (titrated, usually from 114 µM), without a hit: at the top dose activity change, negative = substrate turnover; actives 0.01% (n = 390,000); AID 588456; further: on the % scale 0 is the no-effect control and ±100 the full control effect; nearly all actives have a fitted effect of over 50% in size
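Rat TrxR1, dispensed at 90 nM, was prereduced with 400 uM NADPH (final) for 5 min at ~22 deg C, then incubated with compound 15 min before 400 uM selenite. A first-read NADPH fluorescence drop versus no-compound background flagged substrates.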
RGS4 inh – blocks human RGS4-accelerated GTP hydrolysis | Potency, µM (series often up to 114 µM), inactives show at the highest dose activity change, negative = inhibition, actives largely listed as inhibitors | actives 0.039% (n = 390,000) | Transcreener GDP fluorescence polarization, RGS4-accelerated GTP hydrolysis | P49798 | AID 504845; further: on the % scale 0 is the no-effect control and ±100 the full control effect; nearly all actives have a fitted effect of over 75% in size; some results filed as inactive show a strong effect at the top dose
Target sequence (P49798 whole entry, looked up): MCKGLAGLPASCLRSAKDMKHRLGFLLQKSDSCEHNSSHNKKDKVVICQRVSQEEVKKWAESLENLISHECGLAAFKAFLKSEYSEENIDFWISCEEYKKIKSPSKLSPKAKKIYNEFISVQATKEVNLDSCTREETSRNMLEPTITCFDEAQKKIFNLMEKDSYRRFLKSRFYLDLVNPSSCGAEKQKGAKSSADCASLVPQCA
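MLSMR compounds (23 nl, pin-transferred) preincubated 10 min at room temperature with a 500nM (2x) first reagent, then RGS4 at 900nM (2x) plus Transcreener GDP mix added; fluorescence polarization (620/688 nm) read before and after 90 min at 30 °C.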
IDH1 R132H inh – blocks human mutant IDH1 R132H enzyme. O75874. IDH1-R132H enzyme, NADPH consumption, diaphorase/resazurin fluorescence. Potency, µM (series often up to 76.6 µM), inactives show top-dose activity change, negative = inhibition, actives largely listed as inhibitors. actives 0.093% (n = 390,000). AID 602179; further: on the % scale 0 is the no-effect control and ±100 the full control effect; nearly all actives have a fitted effect of over 65% in size
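IDH1-R132H (0.5 ug/mL) preincubated 30 min with compound, then NADPH (0.016 mM) and alpha-KG (2 mM) added; 80 min at RT, pH 7.5. Remaining NADPH coupled via diaphorase/resazurin to fluorescence (540/590 nm); concentration-response curves normalized to no-enzyme control.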
USP1 inh – USP1/UAF1 (human) deubiquitinase inhibition; AID 743255; O94782; Potency, µM (top dose mostly 57.1 µM), for the others: top-dose activity change, negative = inhibition, hits mostly inhibitors; recombinant USP1/UAF1, Ub-Rhodamine cleavage fluorescence; actives 0.23% (n = 390,000); further: on the % scale 0 is the no-effect control and ±100 the full control effect; nearly all actives have a fitted effect of over 60% in size; inactives centre near -12
Target sequence (O94782 whole entry, looked up): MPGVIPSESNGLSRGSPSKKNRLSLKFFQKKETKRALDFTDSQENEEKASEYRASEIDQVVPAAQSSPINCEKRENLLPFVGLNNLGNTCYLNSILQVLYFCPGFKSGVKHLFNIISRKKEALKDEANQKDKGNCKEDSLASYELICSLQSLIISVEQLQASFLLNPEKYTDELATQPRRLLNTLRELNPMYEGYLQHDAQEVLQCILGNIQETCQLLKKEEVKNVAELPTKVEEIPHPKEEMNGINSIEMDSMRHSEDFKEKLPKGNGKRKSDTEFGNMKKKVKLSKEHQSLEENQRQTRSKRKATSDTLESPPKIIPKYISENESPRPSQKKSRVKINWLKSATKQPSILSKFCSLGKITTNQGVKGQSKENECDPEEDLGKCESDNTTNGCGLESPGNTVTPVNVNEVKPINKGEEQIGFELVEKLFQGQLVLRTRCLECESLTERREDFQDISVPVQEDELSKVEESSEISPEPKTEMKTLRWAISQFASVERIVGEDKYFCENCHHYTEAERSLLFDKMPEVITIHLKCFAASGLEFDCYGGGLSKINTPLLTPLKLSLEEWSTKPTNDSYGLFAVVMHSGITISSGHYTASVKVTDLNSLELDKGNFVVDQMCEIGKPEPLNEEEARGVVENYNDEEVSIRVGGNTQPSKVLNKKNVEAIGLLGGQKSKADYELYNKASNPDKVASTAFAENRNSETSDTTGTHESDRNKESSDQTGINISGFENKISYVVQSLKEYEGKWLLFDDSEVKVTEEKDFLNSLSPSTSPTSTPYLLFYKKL
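USP1/UAF1 complex at 1 nM was preincubated with compound for 15 min at room temperature, then Ub-Rho substrate (150nM final) was added. Fluorescence (480/540 nm) was read kinetically, 6 reads every 60 seconds.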
12-LOX inh – inhibitors of human 12S-lipoxygenase ALOX12. P18054. purified 12hLO, xylenol orange hydroperoxide absorbance. Potency, µM (series often up to 108 µM), for the others: top-dose activity change, negative = inhibition, most hits filed as inhibitors. actives 1.1% (n = 580,000). AID 1671190; further: on the % scale 0 is the no-effect control and ±100 the full control effect
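Purified human 12hLO (150 nM final) in 25 mM Hepes, 0.01% Triton X-100, pH 7.0 was preincubated 15 min at room temperature with compound. Then 40 uM arachidonic acid was added, 30 min. Hydroperoxide was read by Fe-XO absorbance ratio 573/405 nm.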
Starred values were filed as active, the others as inactive; i = inactive; ? = inconclusive; . = no result given; [ ] = another dose, or the depositor's remark. The call rests on the fitted dose curve; in most records, active means well fitted curve in the direction sought with a large enough effect; inconclusive means small, poorly fitted or top-dose-only effect, or another doubt; inactive means no such curve, though single readings can be large; an effect the other way counts as inactive or inconclusive. Potency means the concentration at half of the fitted maximal effect. Not all compounds are listed; rates above refer to the full screens.

Every second line gives: USP1 inh | Vif-A3F inh | 12-LOX inh | Vif-APOBEC3G blk | TrxR1 inh | IDH1 R132H inh | RGS4 inh | RXFP1 agonist | TrxR1 substrate
1) O=C1c2cccnc2C(=O)N1Cc1cccs1
  -10% | 2% | -6%[57.4 µM] | -1% | 11% | -4% | 6% | 7.4% | 4%
2) COc1ccccc1CC(NC(C)=O)C(=O)N1CCN(C(=O)c2cccs2)CC1 (stereo not given)
  -16% | -9% | 209%[activator] | 1% | 6%[57.1 µM] | 1% | -7% | 2.0% | -6%[57.1 µM]
3) O=C1CCN(CC2CCCCC2)C=C1C(=O)c1ccccc1
  -7% | -1% | -1% | 0% | 15% | 9%[38.3 µM] | 9% | . | -3%
4) O=C(NNC(=O)c1cc2ccccc2cc1O)Nc1ccc(F)cc1F
  2% | -10% | i | -1% | -9% | 2% | -35% | -0.9% | -2%
5) NC(=O)C1CCN(CC(=O)NC2CCCc3ccccc32)CC1 (stereo not given)
  -18% | -16% | 15% | -5% | 13%[57.1 µM] | -1% | 7% | 0.0% | 5%[57.1 µM]
6) CCn1c2ccccc2c2cc(NC(=O)CSc3nnc(-c4cccc(OC)c4)n3N)ccc21
  -10% | -8% | 0% | -7% | -2% | -1% | 24% | 0.1% | -6%
7) COc1cc(CCC(=O)OCC(=O)Nc2ccccc2C#N)cc(OC)c1OC
  4% | 0% | -12% | 0% | 17% | 5% | 23% | -0.1% | 1%
8) Cc1ccccc1NC(=S)N(CCc1c(C)[nH]c2ccc(F)cc12)Cc1ccncc1
  -13% | 1% | -24% | 0% | 21%[57.1 µM] | -7% | -18% | -0.1% | 1%[57.1 µM]
9) CCOP(=O)(OCC)C(NC(=O)Nc1ccc(Cl)cc1)c1ccccc1 (stereo not given)
  -19% | 4% | -13% | -3% | 0% | 1% | 12% | 0.9% | -4%
10) Cc1ccc(NC(=O)C2CCN(c3nc4ccccc4[nH]3)CC2)c(C)c1
  -28% | -17% | ? | 0% | 16%[57.1 µM] | -7% | 16% | 0.1% | 4%[57.1 µM]
11) O=C(NCC1CCCO1)c1ccc(COc2ccccc2)o1 (stereo not given)
  -11% | -2% | -3% | -3% | -6% | 3% | -2% | 3.0% | -3%
12) Cc1cccnc1Nc1nc(-c2ccccc2)cs1
  -10% | -6% | -15% | 1% | 9% | 1% | -15% | 2.6% | 2%
13) CCn1c(=O)c2cc(C(=O)N(CCN(C)C)Cc3ccccc3)sc2c2ccccc21
  -20% | -27% | ? | 2% | -4% | 12% | 16% | 7.1% | 16%
14) OC(c1ccccc1)c1ccccc1CN1CCCNC1=S (stereo not given)
  -22% | -2% | ? | 1% | . | 8% | . | . | .
15) COc1ccc(OC)c(CNC(=O)c2cc3c(Cl)nc4ccccc4c3s2)c1
  -28% | 0% | -1% | -1% | 34% | -1% | -2% | -0.2% | 12%
16) CCC(CC)C(=O)Nc1ccccc1SCc1cc(=O)c2cccc(C)c2[nH]1
  -19% | 3% | -32% | 0% | 19%[57.1 µM] | 13% | 7% | -1.0% | -3%[57.1 µM]
17) CCCCOC(=O)c1cc(=O)[nH]c2ccccc12
  -13% | -13% | 11% | -2% | 11% | 6% | 7% | 2.8% | 22%
18) Cc1ccc(Cn2c(C)c3cnn(CC(=O)N4CCN(c5ccc(F)cc5)CC4)c(=O)c3c2C)cc1
  -12% | 3% | -11% | -4% | -1% | 0% | -24% | -1.6% | 2%
19) CC(C)(C)c1ccc(C(=O)N2CCC(C(=O)NCc3ccncc3)CC2)cc1
  -8% | -23% | . | 3% | -3% | 1% | -11% | -0.9% | -8%
20) CC1=CC(=O)C2=C(C)CC[C@@H]3[C@H](OC(=O)[C@H]3C)[C@@H]12
  ? | -12% | 1% | -9% | 16%[57.1 µM] | -11% | 8% | 2.9% | 3%[57.1 µM]
21) O=C(NCCCN1CCOCC1)C1CC(=O)N(c2ccccc2)C1 (stereo not given)
  -7% | 3% | 10% | 2% | -6%[57.1 µM] | 9% | 2% | -0.2% | -2%[57.1 µM]
22) Cn1c(=O)c2c(nc(NCCc3ccccc3)n2CC(=O)NCCc2ccccc2)n(C)c1=O
  -19% | -4% | 10% | 0% | -3% | -1% | 2% | 0.9% | -8%
23) Cc1ccc(C)c(Cn2cc(CCC(=O)NC3CCCCC3)c3ccccc32)c1
  6% | 0% | -15% | 5% | 8% | 0% | 1% | 3.7% | -4%
24) O=c1c2cc(Cl)ccc2oc2nc3n(c(=O)c12)CCCS3
  7% | . | -5% | 0% | 33% | 0% | 8% | -0.7% | 13%
25) COc1ccc(/C=C/c2ccc3cccc(O)c3n2)c(OC)c1OC
  -7% | -23% | ? | ? | -1% | 9% | 12% | -0.2% | -9%
26) Cc1cc(C)c(C(=O)NCC2CCCO2)c(C)c1C(=O)NCC1CCCO1 (stereo not given)
  -18% | -1% | 6% | -3% | 23% | -3% | -14% | 2.3% | 5%
27) CCOC(=O)c1ccccc1NC(=O)N(Cc1ccco1)C1CCN(C(C)=O)CC1
  -8% | 3% | 1% | 0% | 3% | 0% | -11% | 1.3% | -1%
28) CN(Cc1ccccc1)S(=O)(=O)c1ccc2[nH]c(=O)oc2c1
  ? | 3% | 16% | -3% | 18% | 8% | -8% | 1.9% | 3%
29) COc1cc(Cc2cc(OC)c(O)c(OC)c2)cc(OC)c1O
  -25% | -4% | -11% | ? | . | 7% | . | . | .
30) CC(C)n1nccc1N(Cc1ccc(Br)cc1)S(=O)(=O)c1ccccc1
  -17% | -5% | -11% | -1% | 24%[57.1 µM] | 2% | -33% | -1.5% | -11%[57.1 µM]
31) CCCCCOC(=O)C1[C@H]2C(=O)N(CCCOC)C[C@]23C=C[C@H]1O3 (stereo not given in full)
  -5% | -3% | . | 1% | -23% | -4% | -3% | -1.4% | -7%
32) CCN(Cc1ccccc1)C(=O)c1ccccc1C
  -3% | -9% | 0% | 1% | 19% | -4% | -7% | 0.3% | 7%
33) O=C(N/N=C/c1c[nH]c2ccccc12)c1cccc([N+](=O)[O-])c1
  -15% | 1% | -1% | 3% | -18% | 0% | -1% | 0.2% | -19%
34) O=C(Nc1ccc2c(c1)CCC2)Nc1ccc(F)cc1F
  -9% | -7% | -3% | -1% | 10% | 9% | 24% | -1.5% | 3%
35) Cc1ccc(OC(=O)C2CSC3(C)CCC(=O)N23)c(Br)c1 (stereo not given)
  -15% | 12% | -22% | 0% | 6%[57.1 µM] | 14% | 2% | -1.1% | 6%[57.1 µM]
36) COc1cccc(N2CCN(C(=O)c3cccc(NC(=O)C4=C(C)OCCS4)c3)CC2)c1
  -34% | -6% | -5% | -9% | . | 2% | . | . | .
37) Cn1c(=O)c2c(nc(CN3CCN(Cc4ccccc4)CC3)n2CCN2CCOCC2)n(C)c1=O
  -6% | 1% | -22% | -3% | -15% | 0% | -4% | 7.8% | 12%
38) CCCOc1ccc(OC(=O)c2sc3ncn(Cc4cccc(F)c4)c(=O)c3c2C)cc1
  -24% | -7% | 6% | -2% | 12%[57.1 µM] | -6% | 7% | 0.3% | -3%[57.1 µM]
39) CC(=O)Nc1ccc(NC(=O)CSc2nnc(NC(=O)c3ccccc3F)s2)cc1
  -12% | -10% | -6% | 0% | . | -4% | . | . | .
40) COc1cccc(C(=O)Nc2cc3c(cc2C(=O)c2ccc(C)cc2)OCCO3)c1
  -11% | 9% | -9% | 5% | 20% | -12% | 19% | -1.4% | 10%[11.4 µM]
41) COc1ccc(N=CC=C2OC(C)(C)C(C)(C)O2)cc1OC
  ? | -3% | ? | 1% | -2% | 8% | -41% | 1.0% | 8%
42) O=C(O)CC1=C(O)C(=O)N(c2ccccc2)C1c1ccccc1 (stereo not given)
  -21% | 1% | 0% | -1% | 45µM* | 7% | -30% | 0.2% | -8%
43) c1ccc(CCNc2nc(-c3cccnc3)cs2)cc1
  -7% | -1% | 0% | 0% | 3% | 0% | 8% | 0.0% | 2%
44) CCOC(=O)c1cc(-c2ccccc2C)n(Cc2cc(C)no2)n1
  -9% | 1% | 0% | 1% | 0% | -4% | -1% | 1.1% | -3%
45) O=C(O)c1sccc1S(=O)(=O)N1CCCCC1
  -15% | -1% | -8% | 1% | . | 10% | . | . | .
46) O=C(CSc1nncn1-c1cccnc1)Nc1ccccc1[N+](=O)[O-]
  2% | ? | -4% | 1% | 2%[57.1 µM] | -10% | 3% | 4.9% | 0%[57.1 µM]
47) CC1Cc2cc(/C(O)=C3/C(=O)C(=O)N(CC4CCCO4)C3c3ccco3)ccc2O1 (stereo not given)
  -12% | 6% | ? | 1% | -56% | 0% | -8%[11.4 µM] | 9.0% | 3%[57.1 µM]
